High-throughput results deposited in PubChem BioAssay by several laboratories.
ZTA counter = ZTA (EBV) inhibition in EBNA-1 counter-screen | ZTA-DNA binding, fluorescence polarization | P03206 | inhibition, % at 11 µM | actives 0.15% (n = 320,000); in the data active = inhibition above about 33%
AHR act = activates the human aryl hydrocarbon receptor. P35869. AHR-responsive luciferase reporter cells, luminescence. activation, % at 5 µM. actives 2.5% (n = 320,000). AID 2796; in the data active = activation above about 47%;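 note: 0% = vehicle wells and 100% = reference agonist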
Target sequence (P35869 whole entry, looked up): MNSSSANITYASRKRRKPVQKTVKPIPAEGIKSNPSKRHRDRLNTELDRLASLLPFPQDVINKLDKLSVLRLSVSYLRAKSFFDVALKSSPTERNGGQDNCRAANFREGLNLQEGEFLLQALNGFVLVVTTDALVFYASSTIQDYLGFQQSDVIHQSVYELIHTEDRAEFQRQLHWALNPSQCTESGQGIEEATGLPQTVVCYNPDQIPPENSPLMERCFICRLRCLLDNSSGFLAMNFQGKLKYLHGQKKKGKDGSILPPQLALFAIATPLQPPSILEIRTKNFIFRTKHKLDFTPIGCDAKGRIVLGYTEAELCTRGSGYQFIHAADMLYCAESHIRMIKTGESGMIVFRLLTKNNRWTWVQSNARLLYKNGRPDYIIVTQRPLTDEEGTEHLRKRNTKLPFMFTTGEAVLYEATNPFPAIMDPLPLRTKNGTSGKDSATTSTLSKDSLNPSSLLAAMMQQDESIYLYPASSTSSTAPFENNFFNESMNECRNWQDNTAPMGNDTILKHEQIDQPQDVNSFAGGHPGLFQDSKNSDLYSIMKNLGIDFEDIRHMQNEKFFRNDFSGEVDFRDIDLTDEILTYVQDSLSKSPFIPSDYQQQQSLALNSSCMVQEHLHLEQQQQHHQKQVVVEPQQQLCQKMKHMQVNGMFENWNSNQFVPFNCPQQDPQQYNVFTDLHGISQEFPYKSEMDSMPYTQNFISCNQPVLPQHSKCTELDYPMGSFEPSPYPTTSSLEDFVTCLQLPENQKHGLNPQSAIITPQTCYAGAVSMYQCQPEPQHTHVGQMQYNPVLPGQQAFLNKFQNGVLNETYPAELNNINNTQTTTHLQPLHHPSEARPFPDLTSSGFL
procasp3 activ = procaspase-3 (human) activation | actives 0.11% (n = 330,000) | activation, % at 8.5 µM | recombinant procaspase-3 D3A, Ac-DEVD-pNA absorbance 405 nm | P42574;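 active = activation above the mean of all tested compounds plus 3 SD, cut at about 21% in these data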;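 note: 0% = DMSO alone and 100% = DMSO wells spiked with extra 5 µM PC-3 D3A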
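Test system: Procaspase-3 D3A mutant; medium: Zinc-free HEPES/NaCl buffer with 0.01% Triton X-100 at pH 7.4; reagent: DEVD-pNA substrate; doses: one concentration, 8.5 µM nominal, 0.8% DMSO; times: 1 h preincubation plus 2 h reaction at 25 °C; signal: Epi-absorbance at 405 nm of released p-nitroaniline, 0 and 120 min; replicates: singlicate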
procasp7 counter = counter-screen for procaspase-3 activators: activators of human procaspase-7; activation, % at 8.5 µM; recombinant procaspase-7, Ac-DEVD-pNA absorbance 405 nm; D23A/D198A/D206A triple mutant, cannot self-cleave; scale: DMSO 0, 5 µM enzyme 100; actives 0.093% (n = 330,000);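 active = percent activation above the screen-wide mean plus 3 SD, cut at about 25% in these data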
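System: Procaspase-7 triple mutant (PC-7 D3A); measure: % activation from two-timepoint absorbance difference, scaled to controls; times: 1 h compound preincubation, 2 h substrate cleavage, 25 °C; also added: Ac-DEVD-pNA substrate, 400 µM as added; measured by: Epi-absorbance of released pNA at 405 nm, two timepoints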
MEP2 TOR yeast = alters MEP2-GFP fluorescence in TOR pathway yeast screen. S. cerevisiae MEP2-GFP strain, flow cytometry GFP, 3 h; 100% = DMSO control level. GFP response vs DMSO, % at 10 µM. actives 0.51% (n = 330,000). AID 2016;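 active = GFP response versus DMSO above a set limit, roughly screen mean plus 3 SD, cut at about 180% in these data; inconclusive = fewer than 70 cells counted for a yeast strain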;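 note: median GFP fluorescence of the barcode-gated MEP2-GFP cells per well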
EBNA-1 inh = blocks EBNA-1 binding to DNA; EBNA-1 DNA binding, fluorescence polarization; inhibition, % at 14.8 µM; actives 0.34% (n = 300,000); AID 1950; in the data active = inhibition above about 28%
LAP4-GFP MLPCN = alters LAP4-GFP fluorescence in TOR pathway yeast screen. GFP response vs DMSO, % at 10 µM. S. cerevisiae LAP4-GFP multiplex, flow cytometry GFP, 3 h; median GFP as percent of DMSO wells. actives 0.34% (n = 320,000);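 active = GFP response vs DMSO above a set limit, about the screen mean plus 3 SD, cut at about 150% in these data; inconclusive = under 70 cell events counted for the yeast strain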
RPL19A TOR yeast = modulators of TOR pathway RPL19A-GFP in S. cerevisiae; AID 2025; S. cerevisiae RPL19A-GFP strain, flow cytometry, 3 h; active compounds read low; actives 0.3% (n = 330,000); percent response vs DMSO, % at 10 µM;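 active = percent response vs DMSO below 50%; inconclusive = fewer than 70 events counted for the yeast strain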;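 note: median channel GFP fluorescence of the barcoded RPL19A-GFP strain; ratio of sample median GFP to plate DMSO average so 100% = DMSO; lower means less RPL19A-GFP as with rapamycin TOR inhibition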
The depositor's hits bear a star; ? = inconclusive; · = not tested or not shown; [ ] = dose if it differs, or a comment.

canonical_smiles	ZTA counter	AHR act	procasp3 activ	procasp7 counter	MEP2 TOR yeast	EBNA-1 inh	LAP4-GFP MLPCN	RPL19A TOR yeast
O=C(C1CCN(S(=O)(=O)c2cccc3nonc23)CC1)N1CCCCC1	4	0	3	-11	?	-3	?	17*[may fluoresce violet]
NS(=O)(=O)c1ccc(CCNC(=O)COC(=O)/C=C/c2ccc(Cl)cc2)cc1	9	0	0	-4	99	0	111	94
CCN(C(=O)COC(=O)c1cc(-c2ccccc2)nc2c1c(C)nn2-c1ccccc1)C1CCS(=O)(=O)C1 (stereo not given)	0	2	-5	4	96	3	88	100
O=C(NCC(c1ccco1)N1CCN(c2ccccc2F)CC1)c1ccc2c(c1)OCO2 (stereo not given)	7	2	-1	5	101	-10	93	93
Cc1ccc(S(=O)(=O)N2CCN(c3ccc([N+](=O)[O-])cn3)CC2)cc1	-5	1	0	5	82	5	101	88
FC(F)(F)c1cccc(-n2cccc2/C=N/n2cnnc2)c1	9	0	-5	1	102	13	104	101
COCCNC(C)C(=O)C12CC3CC(CC(C3)C1)C2 (stereo not given)	-2	2	-3	-7	98	-13	95	97
COc1ccc(CNC(=O)CN2C(=O)C3CCCN3c3ncc(Cl)cc32)cc1 (stereo not given)	20	-1	1	15	96	29*	102	101
COc1cccc(-n2c(SCc3c(C)noc3C)nnc2-c2cccc(S(=O)(=O)N(C)C)c2)c1	1	-4	-2	2	98	-4	96	104
Cc1ccc2c(c1)C(=O)CCN2	-3	-5	4	3	111	1	108	109
Cc1c(-n2c(SCC(=O)NC(C)C)nc3ccccc3c2=O)c(=O)n(-c2ccccc2)n1C	3	-2	6	8	108	7	99	110
c1ccc2nc3c(nc2c1)OCC1CCCCN31 (stereo not given)	7	102*	6	0	115	-19	83	110
COc1ccc(S(=O)(=O)N(C)C)cc1NC(=O)COC(=O)C1CC1	·	-1	11	3	104	·	110	104
Cc1cccc(OCc2nc3ccccc3n2C)c1	-11	-8	-3	-3	104	-7	102	108
CN(C)CC(O)CN1C(=O)NC(C)(C)C1=O (stereo not given)	-6	1	-11	1	103	-1	93	105
O=C(CCC(=O)N1CCCC1)Nc1ccc([N+](=O)[O-])cc1	6	1	-10	-16	109	-12	109	107
O=C(CCCN1C(=O)/C(=C/c2ccccc2Cl)SC1=S)N1CCCC1	-7	-4	-6	-24	95	-8	114	93
Fc1ccc(N2CCN(C3CCC(c4ccccc4)CC3)CC2)cc1 (stereo not given)	-5	-1	14	5	102	-1	95	104
CCOC(=O)c1cccc(NC(=O)CSc2nncn2-c2ccccn2)c1	15	3	7	-2	81[may fluoresce red]	-4	78[may fluoresce red]	?
Fc1cc2[nH]c(=S)[nH]c2cc1Cl	5	2	-10	6	98	4	111	99
O=C(COc1ccccc1)NCC(=O)NC1CCCCC1	6	2	11	-1	97	0	111	97
CCOC(=O)COc1ccc2c(c1)c(C(=O)OCC)c(C)n2CC	-14	-2	-2	2	115	-4	114	98
CCOC(=O)N1CCN(C(=O)c2cc(C)c3c(C)nn(-c4ccccc4)c3n2)CC1	9	1	7	4	108	-8	100	102
CN(C)CCN(Cc1ccccc1)S(=O)(=O)c1csc(C(N)=O)c1	6	0	-3	7	95	-13	91	103
C(=N\n1cnnc1)/c1ccc(OC2CSC2)cc1	-18	1	0	3	102	4	106	103
Clc1ccc(C2Nc3ccccc3-n3cccc32)cc1 (stereo not given)	6	27	-2	28*	107	1	99	98
O=c1c2ccccc2c(C=Nc2cccc(O)c2)c(O)n1-c1ccc2c(c1)OCO2	11	-4	-7	-10	93	-3	86	93
CCCCN(C(=O)NC(=O)Nc1cccc(C)c1C)S(C)(=O)=O	-12	2	-1	13	92	6	97	91
O=C(Nc1ccccc1C(F)(F)F)c1cc(S(=O)(=O)N2CCC3(CC2)OCCO3)ccc1F	-9	-4	2	-3	110	-2	100	104
CSc1ccc(CN2CCC(Oc3cccc(C(=O)N4CCCC4)c3)CC2)cc1	-6	3	1	-5	111	3	85	95
CCOC(=O)C1=C(CSc2nc(C)cc(C)c2C#N)OC(N)=C(C#N)C1c1ccccc1 (stereo not given)	-6	14	-20	-11	100	-10	102	101
COc1ccc(C2CC(=O)C3=C(C2)Nc2ncnn2C3c2ccccc2C)cc1 (stereo not given)	11	0	2	2	92	-3	99	100
Cc1ccc2[nH]c3c(c2c1)CCCC3=O	-18	6	2	2	98	4	101	90
O=C(N/N=C/c1cccc(O)c1)N/N=C/c1cccc(O)c1	5	8	-1	10	109	2	92	105
Cc1ccc(C(C(=O)NC2CCCCC2)N2CCN(C(=O)c3ccco3)CC2)cc1 (stereo not given)	0	-1	14	1	92	2	87	92
Cc1nc2cc(N3CCOCC3)c(NC(=O)C3CC3)cc2c(=O)n1Cc1ccccc1	8	7	3	0	94	16	96	95
COc1ccc(NC(=O)CO/N=C(\C)c2cccs2)cc1	1	-3	2	10	107	-8	95	105
Clc1cccc(OCCCCCN2CCOCC2)c1	8	1	-3	2	108	-1	98	100
COc1ccc(C2C3C(C)=NN=C3CC(C)(O)C2C(C)=O)cc1 (stereo not given)	11	2	-2	2	105	-2	96	97
CCOc1ccc(NC(=S)N2C3CCCC2CC(NC(=O)C2CC2)C3)cc1 (stereo not given)	-21	0	-9	-4	95	-13	98	102
COC(=O)CN(c1ccc(OC)c(OC)c1)S(C)(=O)=O	-15	0	3	-7	95	-5	96	96
NC(=O)C1Cc2ccccc2CN1C(=O)c1cccc(Oc2ccccc2)c1 (stereo not given)	9	0	1	1	108	3	97	100
COc1cccc(NC(=O)CSc2nc3ccccc3cc2Cc2ccccc2)c1	4	12	2	1	104	5	102	103
COc1cccc(-c2ccnc3[nH]n(-c4ccccc4)c(=O)c23)c1	-4	6	6	-1	111	-2	92	103
O=C1NN(c2ccccc2)C(=O)/C1=C\c1cccn1-c1ccc(Cl)c([N+](=O)[O-])c1	1	24	-7	7	91	9	96	97
Nc1cccnc1Sc1ccccc1	-2	0	3	11	100	6	·	102
O=C(Nc1ccc(F)cc1)c1nc[nH]c1C(=O)O	0	0	0	8	103	-9	88	102
O=C(NCc1cccnc1)c1cccc2c1C(=O)N(Cc1cccnc1)C2	-8	9	5	2	100	2	107	100
Nn1c(Cc2ccccc2F)nnc1SCC(=O)N1CC(=O)Nc2ccccc21	-11	2	-6	4	111	-7	103	96
COc1cccc(NC(=O)CN(C)C(=O)CN2C(=O)NC(C)(c3ccc(C)cc3)C2=O)c1 (stereo not given)	-6	-1	1	-9	97	·	99	96
CC(C)Cc1nc2sc3c(=O)[nH]cnc3c2c2c1CCC2	2	0	3	-7	132	-5	102	98
C=CCn1c(OCc2ccccc2)n[nH]c1=S	-16	2	3	-7	100	-5	91	99
CC(C)c1ccccc1-n1c(-c2cccnc2)n[nH]c1=S	1	0	-11	-9	92	2	95	94
CC(C)(C)OC(=O)N[C@@H](Cc1ccccc1)C(=O)N[C@@H](CO)[C@H](O)[C@@H]1C[C@@H]1C(=O)NC1CCCCC1	·	2	-2	-6	97	·	86	93
Cc1ccc(C(=O)NC(C)C2CC3CCC2C3)cc1 (stereo not given)	2	2	5	2	92	2	109	96
Cc1cc(C)c(C)c(S(=O)(=O)N2CCN(C(=O)c3cc(=O)[nH]c4ccccc34)CC2)c1C	14	4	-4	1	101	-8	109	101
CC(C)(NO)/C(=N\O)c1ccc(Cl)cc1	-5	-1	7	2	100	12	108	104
O=C(O)c1ccccc1C(=O)NCC(O)COc1ccc(Cl)cc1 (stereo not given)	13	-9	-5	9	103	-10	95	99
CCOC(=O)C1=C(c2ccccc2)N(C)C(=O)NC1c1ccc(OC(F)F)c(OC)c1 (stereo not given)	-20	5	9	-1	106	-4	103	101
CC1CCCC(NC(=O)CSc2ncccc2C(=O)O)C1C (stereo not given)	-6	0	0	4	117	2	100	103

Compounds above with a furan ring, fused or not, in the order listed:
canonical_smiles	ZTA counter	AHR act	procasp3 activ	procasp7 counter	MEP2 TOR yeast	EBNA-1 inh	LAP4-GFP MLPCN	RPL19A TOR yeast
O=C(NCC(c1ccco1)N1CCN(c2ccccc2F)CC1)c1ccc2c(c1)OCO2 (stereo not given)	7	2	-1	5	101	-10	93	93
Cc1ccc(C(C(=O)NC2CCCCC2)N2CCN(C(=O)c3ccco3)CC2)cc1 (stereo not given)	0	-1	14	1	92	2	87	92

(further entries)
canonical_smiles	ZTA counter	AHR act	procasp3 activ	procasp7 counter	MEP2 TOR yeast	EBNA-1 inh	LAP4-GFP MLPCN	RPL19A TOR yeast
Cc1cc(C)cc(N(CC(=O)NCC2CCCO2)S(=O)(=O)c2c(C)noc2C)c1 (stereo not given)	-15	1	-3	1	105	-3	96	99
Cc1cc(C)c(C)c(N=Nc2nc3ccccc3n2C)c1C	1	42	-7	5	88	-6	102	94
Cc1ccc(C(=O)N/C(=C\c2ccccc2)C(=O)NCC2CCCO2)cc1 (stereo not given)	-3	1	-3	-4	93	7	86	103
NC(=O)C1=C[C@@H](c2ccc(C(F)(F)F)cc2)C[C@@H](OCc2ccc(CO)cc2)O1	-1	6	10	6	·	3	·	·
c1cc(CN2CCN(C3CCCCCC3)CC2)ccn1	-9	1	5	1	89	-7	89	92
O=C(c1noc2c1CCCC2)N1CCCCC1	3	1	1	0	104	10	93	96
CSc1ncc(F)c(N(CCO)CCO)n1	-7	-4	11	8	98	0	112	99
O=C(O)CCCC(=O)Nc1cccc2cccnc12	-21	0	-1	-4	104	4	107	105
Cn1cnnc1Sc1ccc(/C=C(\CCC(=O)O)c2nc3ccccc3s2)cc1[N+](=O)[O-]	25	1	-2	-4	98	8	100	97
CCOC(=O)c1c(N)sc2c1CCS(=O)(=O)C2	2	-1	0	-3	105	5	103	97
CCn1nc(C)c(/C=N/NC(=O)c2nc3nc(C)cc(C)n3n2)c1C	-13	2	10	4	102	-4	102	98
Cc1ccc2sc(N(CCCN(C)C)C(=O)c3ccc(S(=O)(=O)N4CCOCC4)cc3)nc2c1C	7	-3	6	3	100	-4	99	102
Cc1ccc(S(=O)(=O)N/N=C/c2ccc(OC3CSC3)cc2)cc1	-4	8	-6	-7	102	-5	107	97
S=C(NCc1cccs1)Nc1ccccc1Cl	20	2	-1	9	105	-2	95	102
Cc1sc(NC(=O)c2cccc([N+](=O)[O-])c2)c(C(N)=O)c1-c1ccc(C(C)(C)C)cc1	-9	2	4	2	94	-4	91	103
COCCCNc1oc(COc2ccc(Cl)cc2Cl)nc1C#N	11	3	-8	4	101	-6	98	100
Cn1c2c(c(=O)n(C)c1=O)C(c1cccc([N+](=O)[O-])c1)Nc1ccccc1O2 (stereo not given)	14	-1	-7	2	93	7	98	97
O=C(NCCc1ccccc1)C1CCCN(S(=O)(=O)c2cnc[nH]2)C1 (stereo not given)	-7	-2	0	15	94	3	97	99
Cc1ccc(C(=O)OCc2nnc(-c3ccccc3)o2)s1	8	1	10	2	101	12	114	99
CCn1nc(C(=O)Nc2ccccc2N2CCCC2)c2ccccc2c1=O	1	13	0	4	104	-8	108	99
